Bioassay records deposited in PubChem BioAssay by several laboratories.
APP 5'UTR act: activates APP 5'UTR luciferase reporter; SH-SY5Y APP 5'UTR luciferase reporter, luminescence; zero percent = DMSO vehicle wells; activation, % at 2 µM; 190,000 tested, 1% active; AID 1276;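 active = activation above a set limit, based on mean plus 3 SD of controls, cut at about 140% in these data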; note: values of inactives mirror those of a sister screen read the other way
STAT1 inh: reduces IFN-gamma driven STAT1 reporter signal; inhibition, % at 5.5 µM; 200,000 tested, 0.35% active; NIH 3T3 STAT1-luciferase reporter, luminescence;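 active = inhibition above a set limit, the mean inhibition across all tested compounds plus 3 SD, cut at about 34% in these data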;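 note: 0% = IFN-gamma with DMSO and 100% = IFN-gamma with 300 µM nifuroxazide; values of inactives mirror those of a sister screen read the other way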
STAT1 activator: activators of IFN-gamma induced STAT1 signaling. activation (% of control), % at 5.5 µM. 200,000 tested, 2.6% active. NIH 3T3 STAT1-luciferase reporter, luminescence; 100% = IFN-gamma alone, no compound;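 active = activation above the screen-wide mean activation plus 3 SD, cut at about 130% in these data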;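 note: raw ratio to IFN-gamma control signal so 100% means no change and 0% no light; values of inactives mirror those of a sister screen read the other way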
Hsp70 act: transcriptional activators of Hsp70; AID 1203; activation, % at 10 µM; HeLa Hsp70 promoter luciferase reporter, luminescence; scaled: vehicle 0, proteasome-inhibitor control 100%; 200,000 tested, 0.04% active;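 active = activation above the mean across all tested compounds plus 3 SD, cutoff set per campaign, cut at about 5.5% in these data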;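 note: 100% = MG132 at 30 µM as the positive control and 0% = DMSO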
RAM inhibit: blocks the yeast RAM network | S. cerevisiae dse1pr::URA3 reporter, 5-FOA growth OD615, 2 d; analog-sensitive cbk1-as2 kinase mutant strain | inhibition, % at 50 µM | 190,000 tested, 1.8% active | AID 868;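 active = inhibition above a set limit, 3 SD over mean compound inhibition, cut at about 8.4% in these data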;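 note: 0% = DMSO-only wells with no growth and 100% = 10 µM 1-NA-PP1 full growth; inhibition rescues growth on 5-FOA so higher OD means more RAM inhibition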
FLuc inh counter: counter-screen for luciferase assay inhibitors: firefly luciferase inhibition; P08659; ATPLite firefly luciferase biochemical luminescence, 10 min; inhibition, % at 10 µM; 200,000 tested, 1.5% active; AID 1006;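 active = inhibition above about 50% when tested at 10 µM, limit read from the data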
Target sequence (P08659 whole entry, looked up): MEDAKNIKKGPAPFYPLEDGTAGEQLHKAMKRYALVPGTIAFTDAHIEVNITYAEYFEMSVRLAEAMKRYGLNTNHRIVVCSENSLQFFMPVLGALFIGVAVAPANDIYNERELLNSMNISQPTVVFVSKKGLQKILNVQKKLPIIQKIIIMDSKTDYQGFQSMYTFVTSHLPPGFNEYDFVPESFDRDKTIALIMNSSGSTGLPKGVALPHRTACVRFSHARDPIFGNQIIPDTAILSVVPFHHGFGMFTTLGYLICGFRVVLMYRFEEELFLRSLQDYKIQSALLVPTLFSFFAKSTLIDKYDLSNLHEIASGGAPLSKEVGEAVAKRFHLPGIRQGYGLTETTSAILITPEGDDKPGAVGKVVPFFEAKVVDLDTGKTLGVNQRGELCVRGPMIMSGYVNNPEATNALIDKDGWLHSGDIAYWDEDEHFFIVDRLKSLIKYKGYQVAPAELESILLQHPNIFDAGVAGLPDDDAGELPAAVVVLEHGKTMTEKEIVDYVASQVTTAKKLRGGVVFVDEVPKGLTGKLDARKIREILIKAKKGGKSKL
NF-kB neuron act: NF-kB expression increase, human neuronal cells. NF-kB reporter expression; stronger effect = higher value. fold change at 12.5 µM. 190,000 tested, 1.6% active. AID 1239; in the data active = fold change above about 3.3
STAT3 act: STAT3 signaling activation; AID 871; 190,000 tested, 0.91% active; U3A cells, IL-6 STAT3-luciferase reporter, luminescence; 100% = signal with IL-6 EC80 alone; activation (% of control), % at 5.6 µM;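 active = activation above the screen-wide mean of compound activation plus 3 SD, cut at about 130% in these data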;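 note: 0% = background luminescence of wells with medium and substrate only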
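Test system: Human STAT1-deficient U3A cells with stable STAT3-luciferase reporter | Also added: Interleukin-6, 33 ng/mL | Timing: Compound pre-incubation 1 h before IL-6, then 6 h stimulation at 37 °C | Technique: Luciferase reporter luminescence | Read-out: Percent of IL-6-only median luminescence | Benchmarks: IL-6-only wells as 100% reference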
APP 5UTR inh: APP translation inhibition | SH-SY5Y APP 5'UTR-luciferase reporter, luminescence | inhibition, % at 2 µM | 190,000 tested, 0.82% active;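 active = inhibition above a set limit, derived from the sample mean plus 3 SD, cut at about 45% in these data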; note: values of inactives mirror those of a sister screen read the other way
STAT3 blocker: STAT3 signaling inhibition; U3A cells, IL-6 STAT3-luciferase reporter, luminescence; host cell line lacks STAT1; inhibition, % at 5.5 µM; 190,000 tested, 0.89% active; AID 862;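 active = inhibition above the mean inhibition across all screened compounds plus 3 SD, cut at about 44% in these data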;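 note: 0% = DMSO only wells and 100% = 100 µM nifuroxazide control wells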
* hit, by the source's call; . = no result given.

compound	APP 5'UTR act	STAT1 inh	STAT1 activator	Hsp70 act	RAM inhibit	FLuc inh counter	NF-kB neuron act	STAT3 act	APP 5UTR inh	STAT3 blocker
COc1ccc(NC(=O)c2ccccc2F)cc1Cl	120	-21	119	0.3	1.7	38	4.3*	94	-120	14
O=C(/C=C/c1cccc([N+](=O)[O-])c1)NC(=S)Nc1ccc(CN2CCOCC2)cc1	4	-1	100	-0.3	1.9	-2	0.86	105	-4	-2
CN(Cc1ccccc1)C(=O)c1ccc([N+](=O)[O-])o1	9	9	92	-0.5	-0.5	0	1.6	95	-9	9
CCOC(=O)N1CCC(N(C(=O)Nc2cccc(OC)c2)C(C)CC)CC1 (configuration not stated)	-5	-4	103	0.0	0.0	-4	0.99	109	5	-10
CCCn1c(=S)[nH]c2ccccc2c1=O	16	8	91	-0.1	-0.4	-1	1.2	90	-16	19
CCOc1ccccc1NC1=C(Cl)C(=O)N(c2ccccc2)C1=O	16	5	96	-0.3	2.6	-4	1.2	101	-16	2
CCOC(=O)N1CCN(S(=O)(=O)c2cc(C)c(C)cc2C)CC1	-4	2	98	-0.2	2.1	-6	0.94	109	4	-6
Cc1nc2ccccc2c(=O)n1NC(=O)c1cccc([N+](=O)[O-])c1	-8	-2	100	-0.1	2.1	-2	1.1	100	8	5
Cc1ccccc1-n1c(=O)c2c(n3cnnc13)-c1ccccc1CC21CCCCC1	2	1	99	-0.3	0.1	-8	0.7	114	-2	-11
CO/N=C/CC(=O)c1cnc(-c2ccc(Cl)cc2)s1	28	-29	125	-0.3	0.0	5	1.5	92	-28	13
O=C(O)Cc1ccc(S(=O)(=O)Nc2ccccc2C(=O)O)cc1	-13	12	89	0.0	1.9	-3	1.1	85	13	27
CCOC(=O)c1ccc(NC(=O)CSc2nnc(C)n2-c2ccccc2)cc1	-10	-2	103	0.1	-0.3	-1	0.76	95	10	11
CC(Sc1cccc[n+]1[O-])C(=O)Nc1cccc([N+](=O)[O-])c1 (configuration not stated)	4	-14	111	0.0	1.0	-2	0.97	107	-4	-1
Cc1nn(Cc2ccccc2Cl)c2sc(C(=O)Nc3ccccc3N3CCOCC3)cc12	.	-3	103	-0.3	3.8	-10	0.47	104	.	-4
O=[N+]([O-])c1ccc(-n2nncc2-c2ccc(Cl)cc2)cc1	-4	0	100	-0.3	3.8	-4	1.4	110	4	-6
CS(=O)(=O)N(CC(=O)N/N=C/c1cccc2c1OCCO2)c1ccccc1Br	15	5	96	-0.4	2.9	-8	1.1	102	-15	-2
CC(C)C(=O)Nc1cccc(S(=O)(=O)c2cccc(NC(=O)C(C)C)c2)c1	-2	12	88	-0.4	0.5	-8	1.3	79	2	29
COc1ccc(NC(=O)CSc2[nH]c(=O)cc(C)c2C#N)cc1OC	5	-2	102	-0.4	6.4	-1	0.83	110	-5	-8
COc1ccccc1CNCC(=O)NCc1ccc(C)cc1	5	-1	99	-0.2	2.1	-8	0.96	102	-5	4
Cc1cc(C)n(S(=O)(=O)Cc2ccccc2)n1	13	3	97	0.5	1.6	-3	1.2	102	-13	0
Cc1cc(C(=O)Nc2ncc(C)s2)c2ccccc2n1	-12	4	96	-0.1	-0.7	0	0.87	96	12	10
Cc1ccc(Nc2ncc3c(n2)CC(c2ccco2)CC3=O)c(C)c1 (configuration not stated)	20	-3	103	-0.2	2.1	-6	0.89	103	-20	1
CN(C[C@H](c1ccccc1)N(C[C@H](Cc1ccccc1)N(CCc1ccccc1)N=O)N=O)N=O	-16	-1	102	-0.1	8.4	-6	0.56	.	16	.
C=CCOn1c(C)c(C(C)=O)c2c3no[n+]([O-])c3ccc21	-7	8	92	-0.5	1.8	-8	1.2	91	7	15
COc1ccc(-c2nnc(-c3cccnc3)o2)cc1OC	-4	-2	102	-0.1	0.7	-2	1.1	86	4	18
O=C(c1ccc(Cl)cc1)C(Cn1cncn1)C(Sc1ccccc1)c1ccccc1 (configuration not stated)	-51	-7	106	-0.4	9.8*	-4	3.1	102	51*	5
CCOC(=O)NC(=O)CSc1nc(-c2ccc(C)c(C)c2)cn1-c1ccccc1	93	-27	124	-0.3	2.2	7	1.1	113	-93	-15
CCOC(=O)c1cc2occc2n1CC(=O)Nc1ccc(OC)cc1OC	0	3	98	-0.5	6.1	-3	1	105	0	1
O=C(Cc1ccc(-c2ccccc2)cc1)OCC(=O)N1CCCC1=O	-8	2	98	-0.1	-0.2	7	1.4	92	8	12
COc1cc(-c2nc(CN3CCN(c4ncccn4)CC3)c(C)o2)ccc1F	8	9	90	-0.5	1.0	-8	1.2	99	-8	5
CCOC(=O)C1CCN(C(=O)c2ccccc2Oc2ccccc2)CC1	12	1	99	-0.4	1.3	0	1.8	99	-12	4
Cc1ccccc1N1CCN(CCCN2C(=O)CC(=C(c3ccccc3)c3ccccc3)C2=O)CC1	4	6	95	-0.1	0.9	0	1.1	103	-4	-4
O=C(Nc1ccc(N2CCN(c3ccccc3)CC2)c(F)c1)C1CC1	20	-11	110	1.2	3.0	-7	1.1	102	-20	10
CC(=O)Nc1ccc(N2C(C(C)=O)=NN(c3ccc(Cl)cc3)C2c2sccc2C)cc1 (configuration not stated)	27	1	99	-0.3	-0.1	-7	0.94	115	-27	-14
CC1(C)C(N(O)C(=O)Nc2ccc(Cl)cc2)N(c2ccc(Cl)cc2)C(=O)N1CC(=O)NN (configuration not stated)	-11	-4	104	-0.7	0.3	-5	0.87	100	11	7
Cc1ccc(-c2ccc(=O)n(CC(=O)NCc3ccc(F)cc3)n2)cc1	5	-2	100	0.5	0.6	-8	1	103	-5	3
CCn1cc(C(=O)C(F)(F)F)c2ccccc21	-2	0	100	0.4	-0.7	-5	1.1	124	2	-18
O=C(OCC1CCCN2CCCCC12)c1ccc2c(c1)OCO2 (configuration not stated)	7	-7	107	-0.3	0.3	-8	1.1	100	-7	4
O=C(c1ccc(COc2ccc(F)cc2)o1)n1cc(Br)cn1	14	11	80	-0.5	2.6	1	1.1	106	-14	-3
CC(C)Nc1nnc(SCC(=O)c2c[nH]c3ccccc23)s1	8	18	84	-0.3	0.3	-3	0.82	121	-8	-28
Nn1c(COc2ccc(Cl)cc2)n[nH]c1=S	13	0	99	-0.1	1.1	-2	1.3	103	-13	-2
Cc1nc(-c2cccnc2)sc1C(=O)Nc1ccc(F)cc1F	-2	4	96	-0.2	1.9	-8	0.98	95	2	8
Cc1nn(C)cc1/C=C/C(=O)c1ccc(O)cc1	54	-22	119	0.1	0.4	57*	2.4	118	-54	-26
COc1ccc(N2CCN(C(=O)CN(C3CCCCC3)S(C)(=O)=O)CC2)cc1	-3	5	94	0.5	0.0	-7	0.9	98	3	5
COc1cccc(C(=O)c2c[nH]c(C(=O)NCCCN3CCOCC3)c2)c1	-7	13	86	0.0	3.8	-7	1.3	99	7	7
O=C(Cn1ncc2c(=O)oc3ccccc3c21)NCCC1=CCCCC1	13	1	99	-0.4	2.1	-3	1.1	99	-13	11
COc1ccc(OCc2nnc(SC(C)C(=O)Nc3nccs3)n2-c2ccccc2)cc1 (configuration not stated)	2	-4	103	-0.4	1.6	-2	0.67	97	-2	6
O=C(CCCOc1ccc(Cl)cc1Cl)NNC(=O)C1CCC1	-19	1	96	0.0	-0.6	-4	1.5	89	19	18
Cc1cc(C)c(S(=O)(=O)/N=C2/C=C(Sc3ncn[nH]3)C(=O)c3ccccc32)cc1C	-89	1	99	-0.2	3.3	6	0.46	143*	89*	-55
COc1ccc(S(=O)(=O)N2CCCC(C(=O)NCc3ccco3)C2)cc1Cl (configuration not stated)	22	6	94	0.6	6.3	2	0.92	96	-22	9
CCN(CC)CC(C)OC(=O)c1ccccc1Cl (configuration not stated)	14	-5	104	0.0	3.2	-3	1.5	108	-14	-8
Cc1cc2ccccc2n1CCNC(=O)c1ccccc1	48	-28	125	-0.4	4.0	-1	0.74	96	-48	8
COc1cccc(NC(=O)Nc2cccn(Cc3ccc(C)cc3)c2=O)c1	16	3	95	-0.3	4.2	-4	0.83	95	-16	12
Cc1ccnc(N2CCC(C(=O)NCc3ccccc3F)CC2)n1	-20	-7	105	-0.1	2.7	-4	0.68	102	20	0
FCCCOc1ccc(/C=N/OCc2ccc(Cl)cc2Cl)cc1	-1	-1	101	-0.2	3.0	-6	1.2	90	1	13
CCOC(=O)N1CCN(C(=O)CSCC(=O)Nc2nc(-c3ccc(Cl)s3)cs2)CC1	-5	5	95	-0.3	4.3	-3	1.6	103	5	0
CN1CCN(c2ccc(NC(=O)CSc3ccccc3)cc2F)CC1	175*	-63	158*	-0.1	-0.7	10	1.1	106	-175	-1
CCc1ccc2nc(N3C(=O)C(O)=C(C(=O)c4ccco4)C3c3cccs3)sc2c1 (configuration not stated)	158*	-15	113	-0.2	3.9	13	2.6	92	-158	13
COc1ccc(Cn2nc(C)n(N(C)c3ncc(C(F)(F)F)cc3Cl)c2=O)cc1	3	6	95	0.0	-0.7	-5	0.94	102	-3	2
COCCOC(=O)C1=C(C)Nc2ncnn2C1c1ccc(F)cc1 (configuration not stated)	-3	-1	101	-0.2	0.0	-1	1.1	96	3	10

Next section:
compound	APP 5'UTR act	STAT1 inh	STAT1 activator	Hsp70 act	RAM inhibit	FLuc inh counter	NF-kB neuron act	STAT3 act	APP 5UTR inh	STAT3 blocker
Cc1cc(C)c2nc(-c3ccccn3)cc(C(=O)Nc3cc(C)on3)c2c1	-8	6	98	0.1	3.9	-4	1	117	8	-18
COc1ccc(C(=O)Nc2nc(-c3cccs3)c(NC(C)=O)s2)cc1	-15	25	79	0.1	2.2	-1	2	96	15	7
Cc1ccc(N2C(=O)C(NC(=O)c3ccccc3F)(C(F)(F)F)C3=C2CC(C)(C)CC3=O)cc1 (configuration not stated)	10	6	95	-0.3	1.0	-2	1	102	-10	0
O=C(CSc1nnc(Nc2ccccc2F)s1)NCc1ccco1	8	1	99	-0.1	3.0	-4	0.99	109	-8	-8
CC(C)OC(=O)Cn1c(=O)sc2ccccc21	22	-5	104	-0.3	1.5	-3	1.2	102	-22	4
O=C(N/N=C/c1cccc([N+](=O)[O-])c1)c1cccc2cc[nH]c12	7	-13	112	0.1	2.6	-4	1.2	94	-6	10
O=C(Nc1cccc2ccccc12)N1CC=C(c2ccccc2)CC1	.	4	96	-0.4	1.8	-3	0.7	104	.	3
CCN1C(=O)CC(C(=O)O)SC1=Nc1ccc(OC)cc1 (configuration not stated)	20	-5	104	0.2	1.8	-11	1.1	101	-20	8
C=CCn1c(Cc2ccccc2)nnc1SCc1nc2ccccc2c(=O)[nH]1	12	1	99	0.2	0.3	-5	1.2	99	-12	0
Cc1c(Br)c([N+](=O)[O-])nn1CC(=O)NCc1ccccn1	34	-1	101	-0.2	1.5	-5	1.1	99	-34	4
Cn1cccc1Cc1nnc(SCC(N)=O)n1-c1ccc(F)cc1	20	-9	108	-0.2	1.4	0	1.4	99	-20	6
